Screening results from PubChem BioAssay.
ABCB6 inh MLPCN = inhibitors of human ABC transporter ABCB6; Q9NP58; K562-ABCB6 porphyrin accumulation, flow cytometry, 1 h; stronger effect = lower value; fluorescence ratio to DMSO, % at 10 µM; actives 0.19% (n = 360,000); AID 602162;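 active = fluorescence ratio to DMSO below 75%, the collection mean minus 3 SD; inconclusive = too few cells collected in the well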;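 also: signal is porphyrin accumulated inside mitochondria; 100% equals median channel fluorescence of DMSO control wells; lower ratio means ABCB6 inhibition with less porphyrin fluorescence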
Target sequence (Q9NP58 whole entry, looked up): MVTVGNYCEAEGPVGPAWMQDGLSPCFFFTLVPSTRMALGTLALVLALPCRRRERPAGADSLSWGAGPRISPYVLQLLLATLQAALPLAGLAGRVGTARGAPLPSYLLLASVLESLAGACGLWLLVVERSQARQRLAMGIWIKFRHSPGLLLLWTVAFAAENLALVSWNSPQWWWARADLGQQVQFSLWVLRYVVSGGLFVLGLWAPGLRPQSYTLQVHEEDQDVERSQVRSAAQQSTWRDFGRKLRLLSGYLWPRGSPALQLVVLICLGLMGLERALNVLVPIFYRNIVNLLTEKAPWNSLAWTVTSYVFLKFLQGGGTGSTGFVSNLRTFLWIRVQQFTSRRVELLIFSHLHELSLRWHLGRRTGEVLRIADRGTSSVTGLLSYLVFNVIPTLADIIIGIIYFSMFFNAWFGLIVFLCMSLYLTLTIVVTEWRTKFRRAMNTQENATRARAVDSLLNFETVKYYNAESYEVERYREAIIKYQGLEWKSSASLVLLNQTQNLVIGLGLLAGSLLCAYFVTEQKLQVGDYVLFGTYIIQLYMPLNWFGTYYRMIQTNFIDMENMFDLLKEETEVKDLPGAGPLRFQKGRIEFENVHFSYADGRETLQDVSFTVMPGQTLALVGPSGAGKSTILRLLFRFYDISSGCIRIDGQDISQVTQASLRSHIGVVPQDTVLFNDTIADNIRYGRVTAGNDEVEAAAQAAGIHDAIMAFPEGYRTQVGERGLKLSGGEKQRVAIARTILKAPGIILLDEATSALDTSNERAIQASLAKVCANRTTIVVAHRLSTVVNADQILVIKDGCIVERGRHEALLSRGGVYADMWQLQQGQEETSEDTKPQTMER
Vif inh = HIV Vif inhibition; HEK293T cells, Vif self-association by quenched fluorescence, imaging, 24 h; inhibition, % at 7.49 µM; actives 0.35% (n = 340,000); AID 602346; in the data active = inhibition above about 50%, passing the limit was not always enough; inconclusive = no clear call, values can overlap the other calls; inactive = below about 31%; also: some results filed as inactive read as strong as hits
aDG glyco act = alpha-DG glycosylation activation | activation, % at 10 µM | actives 0.22% (n = 360,000) | Pro5-aDG cells, alpha-DG glycosylation AlphaScreen (IIH6); 0% Pro5, 100% B10-LARGE cell signal | AID 624168;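 active = activation of at least 8% versus controls, or a plate z-score of at least 8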;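 also: Pro5 are CHO cells carrying HIG-tagged alpha-DG that lacks glycosylation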
MC4R barr agon = agonists of human melanocortin 4 receptor (MC4R) beta-arrestin | AID 540308 | actives 0.98% (n = 360,000) | U2OS MC4R beta-arrestin complementation, luminescence; percent of melanotan II response, DMSO zero | P32245 | activation, % at 8.9 µM;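 active = activation above a per-plate cutoff, the mean activation of sample wells on that plate plus 3 SD, cut at about 8% in these data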
Cardio protect = myocardial damage modulation in H9c2 cells; AID 588492; actives 0.63% (n = 360,000); protection from H2O2 cell death, % at 20 µM; H9c2 cardiomyocytes, H2O2 injury protection, ATPLite, 2 h;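 active = compounds giving at least 50% protection of heart cells from peroxide-induced death in the single-dose screen, raw or plate-pattern-corrected value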;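 also: 0% = DMSO wells with peroxide and 100% = DMSO wells without peroxide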
PDI inh = inhibitors of human protein disulfide isomerase. PDI insulin aggregation turbidity, A650, 90 min. inhibition, % at 10 µM. actives 0.052% (n = 350,000). P07237. AID 588391;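 active = mean inhibition across replicates of 30% or more, whatever share of single replicates reach that level; inconclusive = mean inhibition below 30% while every single replicate reaches 30%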;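 also: absorbance from insulin aggregation driven by PDI reduction with DTT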
m5-HT2A agonist = agonists of mouse serotonin 5-HT2A receptor (HTR2A); AID 624169; actives 0.66% (n = 360,000); CHO-K1 mHTR2A beta-arrestin complementation, luminescence; percent of 30 µM serotonin response; P35363; activation, % at 7.6 µM;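 active = activation above a run cutoff, the mean activation of all tested compounds plus 3 SD, cut at about 14% in these data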;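 also: 0% = plate median of compound wells and 100% = 30 µM serotonin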
N-glyco inh = blocks N-linked glycosylation in D54 reporter cells | D54 ERlucT glycosylation luciferase reporter, 24 h; percent of 100 nM tunicamycin response | reporter increase, % at 12.5 µM | actives 0.23% (n = 360,000);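 active = mean luciferase reporter signal, scaled so untreated is 0 and the glycosylation-blocking control 100, at or above a set limit in every replicate; inconclusive = mean reaches the limit but not every replicate does; inactive = mean below the limit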;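 also: luciferase carries N-glycosylation sites so blocking glycosylation raises the light; 0% = median of neutral control wells and 100% = median of 100 nM tunicamycin wells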
MC4R antagonist = antagonists of human melanocortin 4 receptor (MC4R). MC4R-expressing cells, MTII-stimulated cAMP, LANCE TR-FRET. inhibition, % at 6.5 µM. actives 0.48% (n = 360,000);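 active = inhibition above its plate's cutoff, the mean of tested wells on that plate plus 3 SD, cut at about 29% in these data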;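 also: 0% = Melanotan II alone and 100% = Melanotan II plus saturating MCL0020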
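Assay system: U2OS cells stably expressing human melanocortin 4 receptor (MC4R) / Dosing: 6.5 µM / Timing: compound 30 min, challenge 1 h, detection 1 h / Measured by: Eu-cAMP/anti-cAMP TR-FRET, emission 671 nm / Replicates: singlicate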
CaV13 ICDI inh = Disruptors of the CACNA1D IQ motif to Ca2+-dependent inactivation inhibitor domain association, primary screening, Förster resonance energy transfer in intact living …. HEK cells, CFP/YFP FRET ICDI-IQ, plate reader, 10 min; percent FRET-ratio fall versus neutral wells. inhibition, % at 12.3 µM. actives 0.098% (n = 340,000). AID 743397;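 active = mean replicate inhibition of at least 30% and at least 1% of replicates passing that level; inconclusive = only one of the two criteria is met; inactive = neither criterion is met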;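 also: 0% = median of the neutral control wells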
Active calls of the source: *; ? = inconclusive; . = not tested or not shown.

SMILES	ABCB6 inh MLPCN	Vif inh	aDG glyco act	MC4R barr agon	Cardio protect	PDI inh	m5-HT2A agonist	N-glyco inh	MC4R antagonist	CaV13 ICDI inh
Cc1cccc(C(C)C)c1NC(=O)C(C)OC(=O)Cc1n[nH]c(=O)c2ccccc12 (stereo unspecified)	93	6	0.3	-2.2	71*	-1	-3	1	9	-6
CN1CCN(S(=O)(=O)c2ccc(N3CCc4ccccc4C3)nc2)CC1	96	33	0.5	-2.2	4	0	-7	0	4	-5
C#CCOc1c(Cl)cc(/C=C2/C(=O)ON=C2C)cc1OC	98	.	0.1	0.2	1	-4	8	2	2	-20
O=C(CNc1cccc2ccccc12)N/N=C/c1ccc([N+](=O)[O-])cc1	100	0	0.5	0.4	-6	0	2	2	0	-2
CC(=O)Oc1ccc2c(c1)C(=O)CCCCCC(=O)O2	98	.	0.1	-0.7	4	10	0	0	-8	-5
COc1cc(C(=O)NC2CCN(C)CC2)ccc1Nc1ncc2c(n1)N(C1CCCCC1)CCC(=O)N2C	98	-4	-0.5	-1.0	-6	-5	-2	52*	-8	-4
Oc1ccccc1N1CCN(c2nc(-c3cccs3)nc3ccccc23)CC1	97	-3	-0.1	-1.4	18	2	-2	-3	5	-5
CC(C)NC(=S)Nc1ccc(S(=O)(=O)Nc2ncccn2)cc1	96	-3	-0.2	1.4	5	1	4	2	1	-4
O=C(/C(C=Nc1cccc(C(F)(F)F)c1)=C(/O)c1ccco1)C(F)(F)F	99	-3	0.2	-1.3	-4	-6	-3	-6	1	-18
O=C(Nc1ccccc1)C(=O)c1cn(CC(=O)N2CCCCC2)c2ccccc12	95	-24	0.1	1.3	0	1	-1	2	2	-3
CC(=O)c1ccc(NC(=S)N2CC(C)CC(C)C2)cc1 (stereo unspecified)	101	-8	-0.2	-1.5	1	-9	-2	2	14	-14
COc1ccc(S(=O)(=O)N2CCCCC2C(=O)O)cc1OC (stereo unspecified)	101	-1	-0.3	0.2	22	-9	6	3	7	-5
Cc1c(NC(=S)N/C(=N/S(=O)(=O)c2ccccc2)c2ccccc2)c(=O)n(-c2ccccc2)n1C	99	.	-0.1	-0.3	-2	1	1	1	30*	-6
O=C(CC1NCCNC1=O)Nc1ccc2c(c1)OCCO2 (stereo unspecified)	99	35	0.0	-1.1	-1	7	0	2	-2	-9
CC(=O)c1ccccc1N(C(=O)c1ccco1)C(C(=O)NC1CCCC1)c1ccc(N2CCOCC2)cc1 (stereo unspecified)	96	4	0.2	1.8	-3	3	-1	0	15	-10
CN(Cc1ccccc1)C(=O)c1ccc(NC(=O)Cc2ccc(NC(=O)C3CCCN(C(=O)C4CCCCC4)C3)cc2)cc1 (stereo unspecified)	98	-16	0.0	0.8	-21	-5	0	-1	2	-5
CCOC(=O)C1CCN(C(=O)CS(=O)(=O)Cc2nc(-c3ccccc3Cl)oc2C)CC1	100	?	-0.1	1.6	-8	.	1	4	20	-5
Nc1cc(N)nc(SCC(=O)N2CCN(C(=O)c3ccco3)CC2)n1	99	16	0.0	1.3	2	4	2	1	11	-5
Cc1ccc(S(=O)(=O)N2CCC(C(=O)OCC(=O)N(Cc3ccccc3)C(C)C)CC2)cc1C	99	5	0.1	2.1	-8	14	3	1	10	-12
COc1cc(C2C(C#N)=C(N)Oc3c2ccc2ccccc32)ccc1OCC(=O)Nc1ccccc1C (stereo unspecified)	151	3	1.9	-1.0	-1	-1	0	-1	24	-4
COC(=O)C1CCN(C(=O)Cc2ccc(OC)c(OC)c2)CC1	97	2	2.4	2.8	3	-6	4	0	2	-4
C[C@@H]1CN([C@H](C)CO)C(=O)Cc2cc(NC(=O)CCC(F)(F)F)ccc2O[C@@H]1CN(C)C(=O)NC1CCCCC1	98	6	-0.2	0.0	-2	3	0	1	14	-4
O=C(Nc1ccc(Cl)c(Cl)c1)N1CCOCC1	93	-2	0.0	-0.7	10	8	-2	4	-8	-7
N[C@@H](Cc1ccccc1)C(=O)N1CCC(C(=O)N[C@@H](CCC(=O)O)C(=O)O)CC1	95	-2	-0.1	1.0	4	-11	-1	1	3	-1
O=C(CSCc1nc2scc(-c3cccs3)c2c(=O)[nH]1)Nc1ccccn1	104	-4	-0.2	-2.2	0	-5	-2	2	-7	-2

MC4R antagonist: entries above that show a hit.
SMILES	ABCB6 inh MLPCN	Vif inh	aDG glyco act	MC4R barr agon	PDI inh	m5-HT2A agonist	N-glyco inh	MC4R antagonist	CaV13 ICDI inh
Cc1c(NC(=S)N/C(=N/S(=O)(=O)c2ccccc2)c2ccccc2)c(=O)n(-c2ccccc2)n1C	99	.	-0.1	-0.3	1	1	1	30*	-6

The listing picks up, repeating the 5 entries before the break.
SMILES	ABCB6 inh MLPCN	Vif inh	aDG glyco act	MC4R barr agon	Cardio protect	PDI inh	m5-HT2A agonist	N-glyco inh	MC4R antagonist	CaV13 ICDI inh
COC(=O)C1CCN(C(=O)Cc2ccc(OC)c(OC)c2)CC1	97	2	2.4	2.8	3	-6	4	0	2	-4
C[C@@H]1CN([C@H](C)CO)C(=O)Cc2cc(NC(=O)CCC(F)(F)F)ccc2O[C@@H]1CN(C)C(=O)NC1CCCCC1	98	6	-0.2	0.0	-2	3	0	1	14	-4
O=C(Nc1ccc(Cl)c(Cl)c1)N1CCOCC1	93	-2	0.0	-0.7	10	8	-2	4	-8	-7
N[C@@H](Cc1ccccc1)C(=O)N1CCC(C(=O)N[C@@H](CCC(=O)O)C(=O)O)CC1	95	-2	-0.1	1.0	4	-11	-1	1	3	-1
O=C(CSCc1nc2scc(-c3cccs3)c2c(=O)[nH]1)Nc1ccccn1	104	-4	-0.2	-2.2	0	-5	-2	2	-7	-2
CN(C)c1nnnn1-c1cccc(Oc2ncc(C(F)(F)F)cc2Cl)c1	105	-2	-0.1	1.2	-6	-4	0	-1	8	9
COc1ccc(COC(=O)C2CCN(S(=O)(=O)c3ccc(C)cc3)CC2)cc1	103	0	0.2	-2.1	-6	6	-2	0	-2	-5
Cc1nc2cc(-c3ccccc3)nn2c(C)c1CCC(=O)NCc1ccco1	101	7	0.1	-0.1	3	5	5	-3	-3	-6
O=S(=O)(NCc1cccs1)c1cccc2cccnc12	98	7	-0.1	-1.8	2	9	2	1	8	-8
Cc1ccc(C)c(NC(=O)C2CC(O)CN2C(=O)OC(C)(C)C)c1 (stereo unspecified)	115	10	-0.2	-1.4	9	-3	-3	0	1	.
CC(=O)Nc1ccc(N/C=C/C(=O)C(C)(C)C)cc1	100	1	-0.1	2.2	2	-4	4	0	2	-9
COc1ccc(Br)c(OC)c1C(=O)NC(=O)Nc1nc(C)cc(C)n1	94	-2	-0.1	1.1	4	-4	2	2	4	-3
O=C(Nc1cccnc1)c1ccccc1F	96	8	-0.1	-1.4	-3	-3	0	-1	5	.
CN(Cc1ccccc1)Cc1cc(=O)oc2ccc3ccccc3c12	97	.	0.0	.	-2	.	-4	2	.	-5
Nc1nnn(CC(=O)N/N=C/c2ccncc2)n1	101	-9	0.0	0.3	2	-1	-2	2	8	-17
O=C(Nc1cccc(S(=O)(=O)N2CCCCC2)c1)c1cccs1	99	.	0.0	-3.4	-6	-3	4	0	0	-5
O=C(/C=C/Nc1ccc(Br)cn1)c1cccc(OC(F)F)c1	96	-3	0.3	-0.6	-9	-9	-12	5	10	-9
O=C(O)CSCC(=O)NCc1ccccc1	100	0	-0.2	-0.6	2	-3	0	-2	-6	-8
CCC1C/C(=C\c2cc(OC)c(OC)cc2OC)C(=O)/C(=C/c2cc(OC)c(OC)cc2OC)C1 (stereo unspecified)	145	-11	-0.3	-0.2	10	-1	-1	-13	-4	.
CCC1NC(=O)c2cccnc2-n2c1nc1ccc(F)cc1c2=O (stereo unspecified)	100	3	0.0	3.8	13	0	3	1	-7	-7
COc1ccc(C(=O)NC(=S)NCCc2ccccc2)cc1	97	-4	0.1	-1.6	-3	-1	-3	1	10	-3
CCc1ccc(OCC(=O)N2c3ccccc3CCc3ccccc32)cc1	102	7	0.5	-1.6	-24	0	-7	-5	8	-4
O=C(NCc1ccccc1)C1=C[C@@H](c2ccccc2)C[C@@H](OCCCCO)O1	101	0	-0.4	0.1	-3	-10	-9	3	-12	-6
Cc1ccc(S(=O)(=O)N2CCOCC2)cc1C(=O)NCc1ccccn1	100	.	0.5	1.1	6	2	-2	-1	12	-2
COc1ccc(OC)c(Nc2nc(N)nc(-c3cc4ccccc4o3)n2)c1	100	-2	0.0	5.0	56*	6	2	8	6	-1
COc1ccc(C2C3=C(OC(C)=O)c4ccccc4C3=Nc3c2c(=O)n(C)c(=O)n3C)cc1 (stereo unspecified)	97	5	0.2	-1.7	0	3	-2	0	-4	-3
O=C(OCC(=O)N1CCN(S(=O)(=O)c2ccc(Cl)cc2)CC1)C1CCC1	101	0	0.0	-3.3	6	-5	0	4	7	-15
COc1ccc(CCn2c(NCc3ccco3)nc3c2c(=O)[nH]c(=O)n3C)cc1	105	-13	0.5	0.1	-4	1	2	5	15	0
CCCCSc1nnc(-c2cc(Br)ccc2N)c(=O)[nH]1	97	-7	-0.2	-2.1	-7	-3	-5	1	-3	-8
CCCC1(c2ccccc2)NC(=O)N(CC(=O)Nc2ccccc2C(F)(F)F)C1=O (stereo unspecified)	97	0	-0.2	-0.4	-2	-20	0	0	-7	-5
CN(C)c1ccc(C(=O)N2CCCC2)cc1	100	-2	0.1	0.2	4	1	5	-2	-2	-2
O=[N+]([O-])c1ccc(C(O)CN2CCN(Cc3ccccc3)CC2)cc1 (stereo unspecified)	97	-2	0.0	0.1	-1	9	-7	1	23	-20

Four successive records already listed, quoted:
SMILES	ABCB6 inh MLPCN	Vif inh	aDG glyco act	MC4R barr agon	Cardio protect	PDI inh	m5-HT2A agonist	N-glyco inh	MC4R antagonist	CaV13 ICDI inh
CCCCSc1nnc(-c2cc(Br)ccc2N)c(=O)[nH]1	97	-7	-0.2	-2.1	-7	-3	-5	1	-3	-8
CCCC1(c2ccccc2)NC(=O)N(CC(=O)Nc2ccccc2C(F)(F)F)C1=O (stereo unspecified)	97	0	-0.2	-0.4	-2	-20	0	0	-7	-5
CN(C)c1ccc(C(=O)N2CCCC2)cc1	100	-2	0.1	0.2	4	1	5	-2	-2	-2
O=[N+]([O-])c1ccc(C(O)CN2CCN(Cc3ccccc3)CC2)cc1 (stereo unspecified)	97	-2	0.0	0.1	-1	9	-7	1	23	-20
